IDE cell activ – IDE (human) activation, cell-based | HEK cells, FAbeta-B cleavage, fluorescence polarization; 0% vehicle, 100% cell-free pure enzyme wells | activation, % at 5.96 µM | 340,000 tested, 0.073% active | AID 493087;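 active = activation above the mean of all tested compounds plus 3 SD, set per screening campaign, cut at about 17% in these data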
NALP1 yeast inh – blocks the NALP1 inflammasome reconstituted in yeast. S. cerevisiae NALP1/ASC/caspase-1 growth, X-gal OD620, 72 h. inhibition, % at 10 µM. 280,000 tested, 0.61% active. AID 2071; in the data active = inhibition mostly above about 24%, no sharp cut-off; inactive = mostly below about 32%; note: some compounds called inactive have numbers as strong as hits
MEKK3 PB1 HTS – modulators (inhibitors or enhancers) of MEK5 binding to human MEKK3 PB1 domain; binding response (% of control), % at 10 µM; bead-based flow cytometry, Alexa488-MEK5 binding to MEKK3; actives lie on both sides; 0 = blocked by unlabeled MEK5, 100 = vehicle; 290,000 tested, 1.4% active; AID 1529;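 active = binding response more than 3 SD above or below the average of its plate-row segment, actives on both sides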;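 note: Alexa488 bead fluorescence after subtracting the streptavidin-only scavenger bead signal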
Target sequence (Q99759 whole entry, looked up, the tested form may be a part): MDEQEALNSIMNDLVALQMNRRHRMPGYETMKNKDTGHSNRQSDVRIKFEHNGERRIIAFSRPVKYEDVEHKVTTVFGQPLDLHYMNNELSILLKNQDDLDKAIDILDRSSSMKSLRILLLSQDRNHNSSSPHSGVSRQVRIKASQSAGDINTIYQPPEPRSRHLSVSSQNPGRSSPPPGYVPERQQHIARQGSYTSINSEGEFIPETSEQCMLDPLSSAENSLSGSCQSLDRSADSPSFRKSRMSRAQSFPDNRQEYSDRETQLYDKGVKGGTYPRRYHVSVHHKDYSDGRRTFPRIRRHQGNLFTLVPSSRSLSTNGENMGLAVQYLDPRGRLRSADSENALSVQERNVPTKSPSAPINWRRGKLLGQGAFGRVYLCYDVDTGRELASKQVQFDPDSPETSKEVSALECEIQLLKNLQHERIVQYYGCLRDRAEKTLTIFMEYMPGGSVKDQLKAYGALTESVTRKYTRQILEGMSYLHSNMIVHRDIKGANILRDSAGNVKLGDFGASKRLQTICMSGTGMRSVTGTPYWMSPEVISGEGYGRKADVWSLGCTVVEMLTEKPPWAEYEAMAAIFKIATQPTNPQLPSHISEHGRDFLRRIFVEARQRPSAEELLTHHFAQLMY
SUMO HTRF inh – SUMOylation inhibition | P63279 | inhibition, % at 35 µM | 290,000 tested, 0.36% active | HTRF SUMOylation assay, SAE1/SAE2 + UBC9, in vitro | AID 2006; in the data active = inhibition above about 50%, passing the limit was not always enough; note: strong numbers were not always called active
Target sequence (P63279 whole entry, looked up): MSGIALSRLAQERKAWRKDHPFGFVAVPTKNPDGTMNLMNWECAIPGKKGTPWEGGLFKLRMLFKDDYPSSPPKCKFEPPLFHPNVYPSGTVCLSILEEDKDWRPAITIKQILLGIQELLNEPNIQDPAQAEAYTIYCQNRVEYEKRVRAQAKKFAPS
MEKK2 WT-MEK5 – raises or lowers MEK5 binding to wildtype human MEKK2 PB1 domain; binding response (% of control), % at 10 µM; Q9Y2U5; 290,000 tested, 1.1% active; bead flow cytometry, Alexa488-MEK5 binding to MEKK2 WT; actives lie on both sides; in the data active = binding response below about 67% or above about 130%
p-CIP stab down – compounds decreasing mouse p/CIP protein stability. decrease of EGFP signal, % at 10 µM. F442A p/CIP-EGFP cells, EGFP fluorescence, 16 h. AID 1984. Q05BA5. 290,000 tested, 0.01% active;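 active = EGFP signal decrease of at least 30% at 10 µM or well 3 SD below plate mean, unless failing retest; inactive = the rest, including hits failing retest or dose response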; note: some compounds called inactive have numbers as strong as hits; many of its hits are not listed in these tables
M18AAP inhibitor – PfM18AAP enzyme inhibition; recombinant PfM18AAP, H-Glu-NHMec fluorogenic cleavage; inhibition, % at 7.35 µM; 290,000 tested, 1.2% active; AID 1822;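 active = inhibition above the campaign mean inhibition over all tested compounds plus 3 SD, cut at about 28% in these data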;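 note: 0% = plate median of test compound wells and 100% = 2 mM ZnCl2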
IDE inh – inhibits human insulin-degrading enzyme in HEK cells; 320,000 tested, 0.41% active; inhibition, % at 5.59 µM; FAbetaB cleavage, fluorescence polarization; P14735;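 active = percent inhibition above the average of all tested compounds plus 3 SD, set per screening campaign, cut at about 16% in these data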;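 note: IDE supplied by intact live HEK cells; FP after avidin binding of uncleaved biotin substrate so inhibition keeps polarization high; 0% = DMSO wells and 100% = 60 µM reference IDE inhibitor Ii1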
MEKK2 mut-MEK5 – signal of MEK5 binding to mutant human MEKK2 PB1 domain. bead flow cytometry, Alexa488-MEK5 binding to MEKK2 mutant. AID 1530. percent response, % at 10 µM. 290,000 tested, 0.35% active; in the data active = percent response above about 24%, passing the limit was not always enough; note: inactives centre near 1; some results filed as inactive read as strong as hits; reference of the scale not given here
* marks the source's active call; other numbers are inactive results; . = not tested or not shown; & = joins results of further samples.

SMILES | IDE cell activ | NALP1 yeast inh | MEKK3 PB1 HTS | SUMO HTRF inh | MEKK2 WT-MEK5 | p-CIP stab down | M18AAP inhibitor | IDE inh | MEKK2 mut-MEK5
Cc1ccc(C(=O)NC(=S)Nc2ccccc2C(F)(F)F)c(C)c1 | 0 | 12 | 103 | -8 | 103 | -12 | -3 | 0 | -1
CN1CCN(c2nc(NCc3ccco3)nc(N)c2[N+](=O)[O-])CC1 | 4 | . | 98 | 19 | 98 | -10 | 2 | 8 | -1
Cc1c(CNC2CCC(C)CC2)c(C(=O)O)c(C)n1Cc1ccccc1 (stereo unspecified) | 6 | 10 | 140* | -14 | 111 | 6 | 0 | -1 | 1
CN(C)S(=O)(=O)N(CC(=O)NCCSCc1ccc(Cl)cc1)c1ccccc1 | 6 | 0 | 101 | 3 | 104 | -1 | 3 | 0 | 3
COCCN1C(=O)c2ccccc2C(C(=O)Nc2ccc3c(c2)OCCO3)C1c1ccc(F)cc1 (stereo unspecified) | -1 | 1 | 100 | 17 | 98 | 4 | -1 | 0 | 0
C=CCSc1nnc(-c2cc(C(C)(C)C)nn2Cc2ccc(F)cc2)n1C | 7 | -7 | 108 | 4 | 102 | -9 | 1 | 4 | 0
C=CCc1cccc2cc(C(=O)N3CCOCC3)c(=O)oc12 | 2 | 15 | 96 | 20 | 98 | -6 | 2 | 5 | -4
O=C(NCCc1ccc(Cl)cc1)c1ccc(CS(=O)Cc2ccc(Cl)cc2)o1 (stereo unspecified) | -8 | 18 | 101 | -15 | 102 | -7 | -4 | 0 | 1
CCCCc1nnc(NC(=O)C2CC(=O)N(Cc3ccccc3)C2)s1 (stereo unspecified) | 3 | 11 | 100 | -11 | 100 | 4 | -2 | 0 | -2
O=C1/C(=C\c2ccc3ccccc3c2)CCCc2ccccc21 | -7 | 14 | 98 | -40 | 97 | -2 | 5 | 11 | 1
COCCNC(=O)CSCc1nc(-c2ccc(SC)cc2)oc1C | 3 | -11 | 98 | 18 | 98 | -1 | -6 | 8 | -7
CCN(CC)CCNC1=CC(=O)OC12CCCCC2 | 3 | 7 | 107 | 13 | 107 | -2 | 10 | 2 | 2
CC(C)C(=O)c1c(C(C)C)nn2ccccc12 | 5 | . | 105 | . | 108 | . | . | 0 | 3
CC1CC(OCC(O)CN2CCN(Cc3ccccc3)CC2)CC(C)(C)C1 (stereo unspecified) | 5 | 21 | 111 | -2 | 107 | -5 | 0 | 5 | 3
COc1ccc(OCc2ccc(C(=O)O)cc2)cc1 | -2 | 12 | 112 | 13 | 101 | -1 | 12 | -2 | 6
C=CCSc1nc2ccccc2n1C(=O)/C=C/c1ccc(OC)c(OC)c1 | 8 | 14 | 102 | -41 | 98 | -4 | 2 | 7 | 2
CCn1cnc2sc(-c3ccccc3)cc2c1=O | 3 | 25 | 100 | 20 | 105 | -12 | 4 | 5 | 8
Cc1cnc(C(=O)Oc2c(C)ccc(C)c2C)cn1 | 6 | -3 | 97 | 1 | 85 | 8 | 3 | 2 | -10
COc1ccc(OC)c(C2=NOC(C(=O)N3CCN(c4ccccc4)CC3)C2)c1 (stereo unspecified) | -4 | -5 | 109 | -2 | 113 | 5 | 4 | 3 | 9
C=CCNC(=O)c1ccccc1NC(=O)c1ccc(Cl)c(S(=O)(=O)Nc2cccc(C)c2C)c1 | 4 | 26 | 108 | -14 | 97 | 3 | 1 | -2 | -1
O=C(NC1CCCCC1)C1CCC(CNS(=O)(=O)c2ccccc2)CC1 (stereo unspecified) | -1 | 17 | 105 | 8 | 107 | -4 | -1 | . | 9
CC(C)CC(=O)NC(c1ccccc1Cl)c1c(O)ccc2ccccc12 (stereo unspecified) | 6 | 22 | 98 | -18 | 110 | 10 | 4 | 5 | 2
Nc1nc(SCC(=O)c2cccs2)n[nH]1 | 3 | 15 | 103 | 12 | 95 | 12 | -5 | -3 | 3
CCOc1ccc(C(=O)NC(C)C2COc3ccccc3O2)cc1 (stereo unspecified) | 6 | -9 | 101 | 7 | 95 | -5 | 8 | 1 | -8
CC(C)OC(=O)CSc1nnc(-c2cnccn2)n1-c1ccc(Cl)cc1 | -2 | 15 | 100 | -11 | 96 | -3 | -9 | 0 | -4
CN(CC(=O)N1CCCCC1)S(=O)(=O)c1cccc2nsnc12 | 4 | 14 | 95 | 4 | 94 | 9 | -10 | 2 | -6
COc1ccc2c(c1OC)C(=O)O[C@@H]2[C@H]1c2c(cc3c(c2OC)OCO3)CCN1C | 6 | 29 | 107&102 | -12 | 105&108 | 2 | 1 | -2 | -1&4
CC(O)CNc1ncnc2nc[nH]c12 (stereo unspecified) | 2 | 13 | 91 | 1 | 91 | 3 | 0 | 5 | -4
COc1ccc(OC)c(C(=O)N2CCC(C(=O)c3ccc(F)cc3)CC2)c1 | 2 | 8 | 94 | -4 | 95 | -19 | -9 | 0 | -2
COc1ccc2cc(S(=O)(=O)NC3CC(C)(C)NC(C)(C)C3)ccc2c1 | 2 | 12 | 101 | 2 | 109 | 1 | 3 | -2 | 8
CCC(=O)Nc1ccc(NC(=O)c2ccccc2Cl)nc1 | 3 | 19 | 104 | 20 | 105 | -9 | 14 | 4 | 4
CC(=O)Nc1cccc(NS(=O)(=O)c2cccc3nsnc23)c1 | -1 | 9 | 110 | 10 | 110 | -2 | 4 | -6 | 8
N#Cc1c(-c2ccccc2)cc(-c2cccs2)nc1SCC(=O)O | 3 | -2 | 107 | -2 | 103 | -20 | 4 | 0 | 2
CC(CN1CCOCC1)OC(=O)c1ccc(Cl)cc1Cl (stereo unspecified) | 4 | 15 | 105 | 11 | 106 | -6 | -12 | -3 | 4
COc1cc2c(cc1OC)C[N+](C)(C)CC2 | 2 | 2 | 100 | -2 | 100 | -3 | -5 | 8 | 1
COc1ccccc1-c1csc(NC(=O)c2cc(-c3cccs3)nc3ccccc23)n1 | 0 | 20 | 108 | 8 | 102 | 9 | -3 | 4 | 6
CCCCOc1ccc(NC(=S)Nc2cc(C)nc(SCCCC)n2)cc1 | 0 | 13 | 96 | 1 | 95 | 14 | -2 | 4 | 0
O=C(C1CC(=O)N(c2ccccc2)C1)N1CCN(C2=NS(=O)(=O)c3ccccc32)CC1 (stereo unspecified) | 4 | 19 | 102 | 28 | 103 | 5 | -4 | 0 | 2
O=C(/C=C/c1ccccc1)NCc1cccnc1 | 2 | 1 | 97 | 16 | 92 | -20 | 3 | 0 | -8
CCC(C)C(NC(=O)C1CCC(=O)N1C(=O)OCc1ccccc1)C(=O)NC(Cc1ccccc1)C(N)=O (stereo unspecified) | 6 | 17 | 104 | 24 | 107 | -10 | -4 | -4 | 9
C/C(=N\N=C(c1ccccc1)c1ccccc1)c1ccco1 | 2 | 1 | 107 | 19 | 105 | -12 | -8 | 1 | -3
CC(C)(C)C(=O)COC(=O)CNC(=O)c1ccc(Oc2ccccc2)cc1 | 1 | -11 | 98 | -11 | 107 | -9 | -14 | 7 | 2
Cc1onc(-c2c(F)cccc2Cl)c1C(=O)NC(=S)NC1CCSC1=O (stereo unspecified) | -2 | 13 | 105 | -13 | 112 | 8 | -6 | 1 | -1
COc1ccc(CNC(=O)c2noc3c2CCCC3)cc1 | 3 | 22 | 98 | 9 | 98 | -1 | -6 | 0 | 3
COc1ccc(OCC(=O)Nc2c(C(=O)N3CCN(C)CC3)oc3ccccc23)cc1 | 6 | 29 | 104 | 11 | 107 | -15 | 5 | -2 | 5

Shown comma-delimited: 4 of the compounds above.
Compound,IDE cell activ,NALP1 yeast inh,MEKK3 PB1 HTS,SUMO HTRF inh,MEKK2 WT-MEK5,p-CIP stab down,M18AAP inhibitor,IDE inh,MEKK2 mut-MEK5
CC(=O)Nc1cccc(NS(=O)(=O)c2cccc3nsnc23)c1,-1,9,110,10,110,-2,4,-6,8
N#Cc1c(-c2ccccc2)cc(-c2cccs2)nc1SCC(=O)O,3,-2,107,-2,103,-20,4,0,2
CC(CN1CCOCC1)OC(=O)c1ccc(Cl)cc1Cl (stereo unspecified),4,15,105,11,106,-6,-12,-3,4
COc1cc2c(cc1OC)C[N+](C)(C)CC2,2,2,100,-2,100,-3,-5,8,1

(more compounds)
SMILES | IDE cell activ | NALP1 yeast inh | MEKK3 PB1 HTS | SUMO HTRF inh | MEKK2 WT-MEK5 | p-CIP stab down | M18AAP inhibitor | IDE inh | MEKK2 mut-MEK5
Cc1oc(C(=O)O)cc1COc1cccc2ccccc12 | 2 | -21 | 102 | 0 | 103 | 5 | 7 | 1 | 5
COc1cccc(C2NC(=O)c3sc(=S)n(-c4ccccc4)c3N2)c1 (stereo unspecified) | 3 | 10 | 105 | 5 | 104 | 11 | 8 | 4 | 1
CCCCN=c1sc(C(=O)OC)cc(=O)n1CCCC | 5 | -12 | 105 | -16 | 101 | -12 | 0 | 8 | 2
COC(=O)c1ccc(NS(=O)(=O)c2c(C)[nH]c(C)c2C(=O)N2CCCC2)cc1 | 2 | 18 | 96 | 4 | 96 | -1 | -4 | 6 | -3
CCCCOC(=O)C1[C@H]2C(=O)N(Cc3cccs3)C[C@]23C=C[C@H]1O3 (stereo partly specified) | 4 | 20 | 102 | -4 | 98 | -14 | 5 | -4 | 2
Cc1ccc(-n2c(C)nc3c(cnn3-c3ccccc3Cl)c2=O)cc1C | 6 | 5 | 101 | -3 | 102 | -9 | -7 | 3 | 0
CC(C)(C)NC(=O)CCN(/N=C/c1ccncc1)C1=NS(=O)(=O)c2ccccc21 | -5 | -2 | 105 | 23 | 106 | -13 | -10 | -1 | 8
CCn1c(SCC(=O)N(Cc2ccccc2)C2CCS(=O)(=O)C2)nc2ccccc2c1=O (stereo unspecified) | -8 | -3 | 100 | 9 | 103 | -10 | 14 | 6 | 2
COC(=O)CCCC(=O)NCC1(N(C)Cc2ccccc2)Cc2ccccc2C1 | 0 | 13 | 104 | 7 | 106 | -5 | -6 | 1 | 5
Clc1ccc(C2=CSC3=Nc4cccc5cccc(c45)N23)cc1 | 0 | 5 | 99 | 94 | 87 | 9 | 9 | 0 | 2
CCn1nc(C)c(CNC(=O)C2CCC(=O)N(CCc3ccc(OC)cc3)C2)c1C (stereo unspecified) | 5 | 5 | 98 | -5 | 103 | 2 | 4 | -6 | -4
COc1ccc(C2C(=O)N(C3CCCCC3)CC(=O)N2CC2COc3ccccc3O2)cc1 (stereo unspecified) | -2 | 9 | 98 | 16 | 103 | -9 | -2 | -2 | 3
Cn1cc(Cl)c(C(=O)OCC(=O)c2ccccc2)n1 | 2 | 7 | 105 | -14 | 103 | 2 | -1 | 6 | -1
CN(C)c1ccc(C(=O)OCC(=O)NCCCc2ccccc2)cc1 | 2 | -23 | 99 | 2 | 103 | 3 | -2 | 5 | 5
CC(NC(=S)NNS(=O)(=O)c1ccc(C(C)(C)C)cc1)c1ccccc1 (stereo unspecified) | -4 | 0 | 105 | 21 | 100 | -3 | -21 | 1 | -2
CCOc1cc(C(=O)Nc2cccc(OCC(=O)N3CCOCC3)c2)cc(OCC)c1OCC | 6 | 30 | 107 | 4 | 106 | -11 | -1 | -1 | 0
COC(C[C@@H]1O[C@@H]1[C@@H](O)[C@@H](C)OCc1ccccc1)OC | 3 | . | 110 | 24 | 98 | -4 | . | . | 7
Cc1cccc(C(=O)NC2CCN(C(=O)Nc3ccc(F)cc3)CC2)c1 | 3 | -9 | 100 | -1 | 96 | 4 | 6 | 2 | 1
CN1COc2ccc3ccccc3c2C1 | 2 | 6 | 96 | 3 | 93 | 0 | 2 | -2 | -6

Assay outcomes from PubChem BioAssay.

Not all compounds are listed, so the mix of outcomes need not match the whole.
